Screens as filed in PubChem.
ARNT TACC3 PPI: disruptors of human ARNT/TACC3 interaction | AlphaScreen His-ARNT PAS-B/GST-TACC3 binding, luminescence; TACC3 fragment carries E629A point mutation | inhibition, % at 9.99 µM | 390,000 compounds, 0.66% hits | AID 623870;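 active means mean inhibition of replicates at least 50% and at least half of replicates each reaching 50%; inconclusive means half or more replicates reach 50% but mean below 50%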;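 further: 0% = complete ARNT plus TACC3 wells and 100% = ARNT alone without TACC3; many hits fall short of the cut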
DENV2 CPE: DENV2-induced cell death inhibition | 350,000 compounds, 1.7% hits | DENV2-infected cells, cytopathic effect rescue, plate reader | AID 651640 | CPE inhibition, % at 9.99 µM; in the data active means CPE inhibition above about 20%, passing the limit was not always enough; inconclusive means no clear call, values can overlap the other calls; tested in BHK-21 cells;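 further: 0% = median of neutral control wells and 100% = median of positive control wells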
INS-1E GSIS act: GLuc luminescence reporter in INS-1E cells, primary screen for activators of glucose-dependent secretion of insulin | INS-1E GLuc reporter insulin secretion, 2-3 h | 370,000 compounds, 0.61% hits | activation, % at 16.6 µM;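 active means lowest replicate activation of at least 40%, so every replicate reaches that level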;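 further: 0% = median of neutral control wells and 100% = median of IBMX positive control wells; some compounds called inactive have numbers as strong as hits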
ERp5 block: inhibitors of human ERp5. inhibition, % at 9.99 µM. ERp5 insulin aggregation, absorbance 650 nm, 90 min. 350,000 compounds, 0.05% hits. Q15084. AID 651711;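 active means mean replicate inhibition above about 25%, with every replicate also reaching it, limit read from the data, passing the limit was not always enough; inconclusive means only one of those two criteria met; inactive means neither criterion met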
Target sequence (Q15084 whole entry, looked up): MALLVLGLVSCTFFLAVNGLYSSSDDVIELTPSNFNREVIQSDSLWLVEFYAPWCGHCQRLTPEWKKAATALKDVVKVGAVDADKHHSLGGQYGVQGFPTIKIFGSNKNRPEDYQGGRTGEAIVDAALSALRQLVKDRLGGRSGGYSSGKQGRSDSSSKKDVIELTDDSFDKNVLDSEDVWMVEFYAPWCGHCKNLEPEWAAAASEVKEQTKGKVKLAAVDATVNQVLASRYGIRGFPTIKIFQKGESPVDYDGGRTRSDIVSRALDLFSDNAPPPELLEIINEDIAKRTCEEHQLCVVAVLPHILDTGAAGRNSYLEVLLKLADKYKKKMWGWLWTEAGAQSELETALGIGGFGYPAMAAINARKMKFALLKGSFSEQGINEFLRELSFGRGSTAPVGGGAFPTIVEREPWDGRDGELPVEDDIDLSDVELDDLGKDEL
EWS-Fli inh: EWS/Fli transcriptional activity inhibition; 350,000 compounds, 0.67% hits; inhibition, % at 12.6 µM; AID 651661; A673 NR0B1-luciferase reporter, viability-normalised;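 active means mean inhibition of at least 50% after viability correction, with every replicate also passing that limit; inconclusive means mean reaches 50% but only one of two replicates passes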;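 further: firefly luciferase signal divided by Alamar Blue viability fluorescence both relative to DMSO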
PAX8 reporter: PAX8 transcriptional activity inhibition | inhibition, % at 12.6 µM | RMG-I TPO-luciferase reporter, SteadyGlo, 24 h | AID 652154 | 360,000 compounds, 1.2% hits;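 active means mean replicate inhibition at least 60% with every replicate also reaching 60%; inconclusive means only one of the two criteria is met; inactive means mean below 60% and not all replicates reaching 60%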;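 further: luciferase light reporting Pax8 driven TPO promoter activity; plate controls were median of neutral control wells for no effect and mitoxantrone controls for full effect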
Xi reactivation: X-chromosome reactivation activator. AID 743238. XiGFP mouse fibroblasts, % GFP-positive cells imaging, 3 d; cells co-treated with 5-aza-dC sensitizer; scaled so ellipticine positive control = 100%. 360,000 compounds, 0.055% hits. activation, % at 7.58 µM;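 active means mean normalized replicate activation at least 10% and every replicate at or above 10%; inconclusive means only one of the two criteria met; inactive means mean below 10% and not all replicates reach 10%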;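 further: 0% = median of on-plate neutral control wells and 100% = ellipticine 6 µM median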
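Schedule: 3 d treatment, 15 min room-temperature fixation; system: 68-5-11 XiGFP fibroblast line; buffer or medium: DMEM plus 5-aza-dC sensitizer; control set: ellipticine 6 µM positive control; compound: one concentration, pinned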
F508del corr: CFTR F508del correction in bronchial cells; activity (quench increase), % at 7.58 µM; AID 720511; CFBE cells, YFP halide quenching; stimulated with forskolin plus potentiator P3; % fluorescence drop versus neutral controls; 350,000 compounds, 0.36% hits;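 active means mean added fluorescence quench of at least 8% versus neutral control, with both replicates also reaching 8%; inconclusive means only one of the mean or replicate conditions met; inactive means mean below 8% and not both replicates reaching 8%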;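 further: cells transiently co-express mutant CFTR-F508del with the halide-sensitive YFP; corrector assay measuring rescue of mutant channel to the surface after 24 h compound exposure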
* = called active by the depositor; ? = inconclusive; / = no result given.

SMILES	ARNT TACC3 PPI	DENV2 CPE	INS-1E GSIS act	ERp5 block	EWS-Fli inh	PAX8 reporter	Xi reactivation	F508del corr
COc1ccc2c3c([nH]c2c1)[C@@H](CO)N(C(=O)Nc1cccc(F)c1)CC31CCN(S(=O)(=O)c2cccc(C)c2)CC1	/	-7	-8	10	-6	96*	0.0	-1.9
CC(=O)NC(NC(=S)N1CCCCCC1)C(Cl)(Cl)Cl (stereo not drawn)	-3	-7	-6	1	-13	-6	-0.1	/
O=C(CSc1nnc(-c2ccccc2Br)o1)N1CCN(C(=O)c2ccco2)CC1	-16	/	6	2	-2	/	/	0.1
CS(=O)(=O)N1CCCCN2[C@@H](CO)[C@H](c3ccc(C4=CCCC4)cc3)[C@@H]2C1	-5	-4	24	8	-14	-7	0.0	-0.5
C=CCN=C1NC(c2ccccc2)C(C(=O)OC)=C(C)N1Cc1ccccc1C(F)(F)F (stereo not drawn)	/	15	-37	0	9	-7	-0.1	1.8
Clc1ccc2c(N/N=C/c3cccnc3)ccnc2c1	-3	1	4	3	-16	-22	0.3	3.9
CC(C)CC(=O)CC1(O)C(=O)Nc2ccccc21 (stereo not drawn)	-8	/	10	0	6	11	0.1	-2.3
O=C(OCCN1C(=O)c2ccccc2C1=O)Oc1ccccc1	-4	-2	/	2	7	4	-0.1	-1.9
COc1ccccc1C(=O)NCc1n[nH]c(=S)n1Cc1ccccc1	-3	0	0	-1	0	12	0.0	-0.6
CCCOc1ccc(C2C3=C(Nc4nc(N)[nH]c(=O)c42)c2ccccc2C3=O)cc1 (stereo not drawn)	-11	1	/	-1	-1	-4	-0.1	2.1
O=C(CN(Cc1ccccc1)C(=O)CCC(=O)Nc1nccs1)NCC1CCCO1 (stereo not drawn)	/	0	0	1	-2	12	0.0	-0.7
C[C@H](CO)N1C[C@H](C)[C@H](CN(C)C(=O)Nc2ccc(C(F)(F)F)cc2)OCCCC[C@H](C)Oc2ccc(NC(=O)C3CCCCC3)cc2C1=O	-3	22*	2	1	0	16	-0.9	1.6
COc1ccc(S(=O)(=O)N(C)c2ccc(C(=O)NCc3ccco3)cc2)cc1	-7	-3	7	5	/	1	0.0	-0.5
O=C(N[C@@H]1CC[C@@H](CCn2cc(-c3ccccn3)nn2)O[C@@H]1CO)c1ccc(F)cc1	/	13	-5	-3	-14	-37	2.8	-3.9
COc1ccc(NC(=O)C2CCCN2S(=O)(=O)c2ccc3c(c2)CCC(=O)N3)cc1 (stereo not drawn)	/	-3	3	6	6	8	0.2	-0.8
COc1ccccc1CC(=O)NNC(=O)c1cccs1	-9	-1	5	-2	-3	13	0.2	-0.7
CC(C)C[C@H]1COCCS(=O)(=O)N1Cc1ccccc1F	1	3	12	0	-8	-5	0.3	-1.9
COc1ccc(OC)c(CN2CCN(Cc3ccc(OC)c(OC)c3OC)CC2)c1	/	2	/	-2	4	-1	0.0	1.8
COc1cccc(NC(=O)c2cncs2)c1	-8	6	11	3	4	11	0.2	-0.2
O=[N+]([O-])c1ccc(Nc2ccc(Cl)cc2)nc1	5	/	-2	-5	-32	-8	0.0	-1.1
COc1ccc(NC(=O)N(C)C[C@H]2Oc3ccc(NS(=O)(=O)c4c(C)noc4C)cc3C(=O)N([C@H](C)CO)C[C@@H]2C)cc1	-1	22*	-7	2	-1	-3	-0.1	2.4
C[C@@H]1CN([C@H](C)CO)C(=O)Cc2cc(NC(=O)C3CC3)ccc2O[C@@H]1CN(C)C(=O)Nc1ccc(F)cc1	23	-16	9	-6	3	-11	-0.6	0.7
COc1ccc2c3c([nH]c2c1)[C@@H](CO)N(C)CC31CN(C(=O)c2ccccc2F)C1	/	-11	0	-1	-5	/	0.2	3.3
O=C(C[C@H]1C[C@H]2c3cc(NC(=O)C4CCOCC4)ccc3O[C@H]2[C@@H](CO)O1)NCc1ccccc1F	0	0	1	-7	5	2	0.1	-2.4
Cc1ccc(O)c(NC(=S)NC(=O)/C=C/c2ccco2)c1	8	-4	-4	3	-6	-71	0.0	5.8
SMILES	ARNT TACC3 PPI	DENV2 CPE	INS-1E GSIS act	ERp5 block	EWS-Fli inh	PAX8 reporter	Xi reactivation	F508del corr
CCN(CC)C(=O)c1ccc(-c2nnc(Nc3ccc(C(=O)N(C)C)cc3)c3ccccc23)cc1	/	16	21	-1	-2	25	0.1	-2.0
Cc1cc(Cl)ccc1OCc1nnc(-c2ccccc2C)o1	3	-3	6	-1	-68	-7	-0.1	-1.1
CC(=O)Nc1c(C)ccc([N+](=O)[O-])c1C	-2	/	/	2	-9	22	0.0	-0.7
CCOC(=O)CC(=O)N/N=C/c1c(N)n(C)c(=O)n(C)c1=O	4	-1	5	-4	10	-10	0.0	1.3
C=CCSc1nccc(=O)[nH]1	-7	-7	5	0	0	29	0.0	/
CCN(CC)CCCNC(=O)c1[nH]c2ccccc2c1Sc1ccc(Cl)cc1	12	1	-12	2	16	3	0.0	2.5
O=C(NC1CCCC1)N1CC2(C1)[C@H](c1ccccc1)[C@H](CO)N2S(=O)(=O)Cc1ccccc1	/	1	-24	-2	-3	-9	0.0	1.9
Cc1ccc(CNC(=O)c2cc(C3CC3)nc3c2cnn3C(C)C)cc1	3	-4	-23	-6	14	9	-0.1	-0.2
CC1=C(C(=O)OCC2CCCO2)C(c2coc3ccccc3c2=O)C2=C(CCCC2=O)N1 (stereo not drawn)	-2	6	22	-5	7	29	0.0	1.2
CC(C)=N/N=C(\N)SCc1ccccc1	1	3	8	5	-20	-25	0.1	-1.8
CCOc1ccccc1C(=O)Nc1cc2c(cc1N1CCCC1)n(CC)c(=O)n2CC	25	12	-21	-2	/	55	0.1	1.7
COc1cc(OC)c(OC)cc1CN1CCN(C(=O)c2cccc3ccccc23)CC1	2	-3	7	0	8	11	0.0	1.3
CN(C)/C=N/c1nc(-c2ccc3ccccc3c2)cs1	6	-1	6	-7	-104	-133	0.0	5.2
Cc1cc(C)c[n+](C(C)C(=O)c2ccc(Cl)cc2)c1 (stereo not drawn)	24	-6	12	2	2	-15	0.1	-2.1
COc1ccc(CN(C)C[C@H]2Oc3c(NC(=O)C4CCCCC4)cccc3C(=O)N([C@@H](C)CO)C[C@H]2C)cc1	-7	10	8	4	6	-10	0.2	1.1
COc1ccc(C2C=C(c3ccc(F)cc3)NC(=S)N2)cc1OC (stereo not drawn)	11	-8	9	-5	9	14	0.4	0.2
CCCNC(=O)Nc1ccc2c(c1)C(=O)N(C)C[C@H](OC)[C@H](C)CN(Cc1ccc(-c3ccccn3)cc1)[C@H](C)CO2	3	?	-11	6	3	/	0.0	0.1
Cc1cc(C(=O)NNS(=O)(=O)c2cccc(Cl)c2)nn1C(C)(C)C	-4	1	1	-1	12	7	0.1	-1.3
COc1ccc(NC(=O)c2cnn(-c3ccccc3)c2C)c(OC)c1	4	5	/	6	-5	-8	0.1	0.0
NNC(=O)c1ccc(CN2C(=O)c3cccc4cccc2c34)cc1	-2	5	2	5	-16	9	0.0	3.6
CN(c1ccc(OCC(=O)OCC(=O)c2c(N)n(C)c(=O)n(C)c2=O)cc1)S(=O)(=O)c1ccc2ccccc2c1	-11	-2	13	3	-1	0	0.1	-2.6
CCOC(=O)[C@H]1[C@H]2COc3ccc(Br)cc3[C@H]2N2C(=O)CNC(=O)[C@@]12C	-1	62*	12	0	-3	0	-0.1	0.2
CCN(CC)c1ccc(/C=N/NC(=O)Nc2nonc2N)cc1	13	/	-2	/	/	-13	0.0	/
CN(N=Cc1ccc2c(c1)OCO2)C(=O)c1ccccc1N	/	13	19	2	-22	-11	0.2	-1.7
CCCCCOc1ccc(C(=O)Nc2ccc(S(=O)(=O)Nc3cc(C)on3)cc2)cc1	3	17	22	2	/	-4	0.3	-2.1
SMILES	ARNT TACC3 PPI	DENV2 CPE	INS-1E GSIS act	ERp5 block	EWS-Fli inh	PAX8 reporter	Xi reactivation	F508del corr
O=C(NC1CCCC1)N1CCCCN2[C@H](CO)[C@@H](c3ccc(-c4cccnc4)cc3)[C@H]2C1	1	-1	-3	1	-6	3	0.2	1.6
CC(=O)c1cc(O)c2ccccc2c1O	30	?	1	10	-23	0	0.0	-0.9
C[C@@H]1CCCCO[C@H](CN(C)C(=O)Nc2ccc(F)cc2)[C@@H](C)CN([C@H](C)CO)C(=O)c2cc(NS(=O)(=O)c3ccccc3)ccc2O1	-1	10	10	-5	0	-6	-1.1	3.2
COc1cccc(/C=C/c2nc(S(=O)(=O)c3ccccc3)c(N(C)C)o2)c1	2	7	16	11	5	-24	0.2	0.1
CCN(Cc1ccccc1)C(=O)c1cccnc1	-3	-1	-2	6	1	1	0.1	-7.2
NNC(=O)c1ccccc1OCCOc1ccccc1	3	13	-3	1	11	27	0.0	-0.8
CCCCNC(=O)C(=O)NCc1ccncc1	/	2	10	-3	-12	5	1.4	-0.3
Cc1ccccc1-c1nn(-c2ccc(F)cc2F)cc1CNC1CC1	6	3	2	7	8	17	0.0	-0.5
O=C(NCCc1c[nH]c2ccccc12)/C(=C\c1cccnc1)NC(=O)c1ccco1	-8	2	11	0	5	15	0.5	/
CN(C)S(=O)(=O)c1ccc(Cl)c(NC(=O)CN2C(=O)NC3(CCCC3)C2=O)c1	1	-6	8	-2	-1	-2	0.1	-3.4
Cc1cnc(C(=O)NCCc2ccc(C(F)(F)F)cc2)cn1	-2	1	7	4	-4	-3	0.3	0.7
CCCCn1nnnc1C1(C)CCC(=O)N1Cc1ccco1 (stereo not drawn)	/	-3	-4	1	-12	-6	0.0	1.0
COCC(=O)N(C)C[C@H]1Oc2cc(-c3cccc(F)c3)ccc2S(=O)(=O)N([C@H](C)CO)C[C@@H]1C	-9	-14	-1	-1	-2	/	-1.0	-0.4

10 compounds already listed, sorted by length of the SMILES, descending:
SMILES	ARNT TACC3 PPI	DENV2 CPE	INS-1E GSIS act	ERp5 block	EWS-Fli inh	PAX8 reporter	Xi reactivation	F508del corr
C[C@@H]1CCCCO[C@H](CN(C)C(=O)Nc2ccc(F)cc2)[C@@H](C)CN([C@H](C)CO)C(=O)c2cc(NS(=O)(=O)c3ccccc3)ccc2O1	-1	10	10	-5	0	-6	-1.1	3.2
COCC(=O)N(C)C[C@H]1Oc2cc(-c3cccc(F)c3)ccc2S(=O)(=O)N([C@H](C)CO)C[C@@H]1C	-9	-14	-1	-1	-2	/	-1.0	-0.4
O=C(NC1CCCC1)N1CCCCN2[C@H](CO)[C@@H](c3ccc(-c4cccnc4)cc3)[C@H]2C1	1	-1	-3	1	-6	3	0.2	1.6
O=C(NCCc1c[nH]c2ccccc12)/C(=C\c1cccnc1)NC(=O)c1ccco1	-8	2	11	0	5	15	0.5	/
COc1cccc(/C=C/c2nc(S(=O)(=O)c3ccccc3)c(N(C)C)o2)c1	2	7	16	11	5	-24	0.2	0.1
Cc1cnc(C(=O)NCCc2ccc(C(F)(F)F)cc2)cn1	-2	1	7	4	-4	-3	0.3	0.7
CCCCn1nnnc1C1(C)CCC(=O)N1Cc1ccco1 (stereo not drawn)	/	-3	-4	1	-12	-6	0.0	1.0
NNC(=O)c1ccccc1OCCOc1ccccc1	3	13	-3	1	11	27	0.0	-0.8
CCCCNC(=O)C(=O)NCc1ccncc1	/	2	10	-3	-12	5	1.4	-0.3
CC(=O)c1cc(O)c2ccccc2c1O	30	?	1	10	-23	0	0.0	-0.9
